High-throughput results from PubChem.
Runt-CBFb FRET: inhibitors of RUNX1 Runt–CBFb binding, primary screen, biochemical, FRET, Cerulean-Runt, Venus-CBFb, uHTS; AID 1496, 2009; inhibition, % at 20 µM; 0.46% of 220,000 active; Cerulean-Runt/Venus-CBFb FRET ratio 530/480, 1 h; Runt-related transcription factor 1 (Homo sapiens) + Core-binding factor subunit beta …;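 active = inhibition over about 50% at 20 µM in the single-dose screen, limit read from the data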;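 note: 0% = DMSO wells and 100% = excess unlabeled CBFb competitor control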
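Assay system: Cerulean-Runt domain / Medium: Tris 50 mM pH 7.5, KCl, K2SO4, 0.01% BSA / Timing: protein complex preformed 1 h, compound exposure 1 h, room temperature, dark / Measured by: FRET, excitation 422 nm, emission at 530 and 480 nm / Evaluation: loss of energy transfer signal / Control set: 5 µM unlabeled CBFb as full-inhibition high control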
zVAD death inh: inhibitors of zVAD-triggered necroptosis, primary screen, L929 cells; 0.38% of 220,000 active; L929 zVAD necroptosis rescue, ATP luminescence, 24 h; with zVAD 60 µM; viability rescue, % at 10 µM;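 active = activation, scaled between plate controls, above about 75%, limit read from the data; inactive = activation under that limit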;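 note: 0% = zVAD with DMSO and 100% = DMSO alone without zVAD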
NCF1 inh: p47phox/p22phox peptide binding inhibitors, primary screen, biochemical, uHTS, NADPH oxidase regulatory subunit; 0.53% of 220,000 active; Neutrophil cytosol factor 1 (Homo sapiens), P14598; fluorescence polarization, 2 h; inhibition, % at 24.7 µM; AID 1274, 2008;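 active = inhibition above about 30%, limit read from the data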;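 note: 0% = p47phox with labelled peptide and 100% = labelled peptide alone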
Runt-SMMHC FRET: inhibitors of RUNX1 Runt–CBFb-SMMHC binding, primary screen, biochemical, FRET, Cerulean-Runt, Venus-CBFb-SMMHC, uHTS; Runt-related transcription factor 1 (Homo sapiens) + Core-binding factor subunit beta …; Cerulean-Runt/Venus-CBFb-SMMHC FRET ratio 530/480, 1 h; inhibition, % at 20 µM; 0.74% of 220,000 active; AID 1434, 2008;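 active = mean inhibition across duplicate retests at 20 µM reaching about 50%, limit read from the data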;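 note: 0% = DMSO wells and 100% = wells with excess untagged CBFb-SMMHC; inhibitors lower the FRET ratio by blocking Runt binding to CBFb-SMMHC; some results filed as inactive read as strong as hits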
14-3-3 Bad PPI: inhibitors of 14-3-3 zeta/Bad binding, primary screen, biochemical, TR-FRET, bovine 14-3-3 zeta; inhibition, % at 21.7 µM; 14-3-3 protein zeta/delta (Bos taurus), P63103; TR-FRET 14-3-3zeta/Dy647-pBad peptide displacement, 1 h; 0.71% of 220,000 active; AID 781, 2007;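 active = inhibition above about 70%, limit read from the data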;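 note: 0% = full 14-3-3 plus peptide FRET controls and 100% = background without 14-3-3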
TbHK1 inh: Trypanosoma brucei hexokinase 1 inhibitors, primary screen, biochemical, G6PDH-coupled NADH absorbance, MLSCN library; hexokinase 1 [Trypanosoma brucei]; recombinant TbHK1, G6PDH-coupled NADH A340; inhibition, % at 10 µM; 0.11% of 220,000 active;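 active = inhibition of 50% or more in the single-dose primary screen; inactive = inhibition below 50%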
Hck-Nef inh: inhibitors of Nef-activated human Hck kinase, primary screen, biochemical, Z-Lyte FRET, 384-well, Hck-YEEI; Tyrosine-protein kinase HCK (Homo sapiens), P08631; Recombinant Hck-YEEI plus Nef, Z-Lyte FRET kinase assay; inhibition, % at 20 µM; 0.68% of 220,000 active; AID 463187, 2010;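 active = Hck-Nef kinase inhibition above about 50%, limit read from the data; inactive = inhibition below that limit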;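 note: 0% = DMSO with Hck plus Nef and 100% = Hck alone without Nef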
Target sequence (P08631 whole entry, looked up): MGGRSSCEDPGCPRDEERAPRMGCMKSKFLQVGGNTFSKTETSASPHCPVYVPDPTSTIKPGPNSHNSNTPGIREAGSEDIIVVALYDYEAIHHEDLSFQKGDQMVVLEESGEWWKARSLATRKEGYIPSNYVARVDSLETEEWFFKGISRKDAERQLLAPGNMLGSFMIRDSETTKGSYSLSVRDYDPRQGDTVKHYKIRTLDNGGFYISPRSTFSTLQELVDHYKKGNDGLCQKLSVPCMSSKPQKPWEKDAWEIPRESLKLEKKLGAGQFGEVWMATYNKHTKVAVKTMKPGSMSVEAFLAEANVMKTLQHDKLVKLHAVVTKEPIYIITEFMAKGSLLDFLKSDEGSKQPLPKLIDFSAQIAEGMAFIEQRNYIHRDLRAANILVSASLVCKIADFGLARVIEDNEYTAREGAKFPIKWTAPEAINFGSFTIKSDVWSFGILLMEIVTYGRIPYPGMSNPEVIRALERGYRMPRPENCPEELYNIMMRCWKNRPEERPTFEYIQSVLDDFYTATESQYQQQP
EBV gp42 block: Epstein-Barr virus gp42 inhibitors, primary screen, biochemical, uHTS, fluorescence polarization. 0.42% of 220,000 active. inhibition, % (tested at 21.74 µM). Fluorescence polarization binding assay, mP read-out. Glycoprotein 42 (Epstein-Barr virus (strain AG876)), Q1HVG2; in the data active = inhibition above about 50%
Mdm2 ligase inh: MDM2-luciferase reporter signal enhancers, primary screen, MDM2 E3 ligase inhibitor project, cell-based, luminescence, 1536-well. E3 ubiquitin-protein ligase Mdm2 (Homo sapiens), Q00987. cell-based MDM2 ubiquitination luciferase reporter, 2 h; 0 = plate control, 100 = twice control, blank-subtracted. signal enhancement, % at 5 µM. 0.11% of 210,000 active;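 active = signal enhancement of 30% or more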;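 note: luminescence tracks abundance of the self-degrading MDM2-luciferase fusion protein; higher signal means inhibition of MDM2 E3 ligase activity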
Target sequence (Q00987 whole entry, looked up, the tested form may be a part): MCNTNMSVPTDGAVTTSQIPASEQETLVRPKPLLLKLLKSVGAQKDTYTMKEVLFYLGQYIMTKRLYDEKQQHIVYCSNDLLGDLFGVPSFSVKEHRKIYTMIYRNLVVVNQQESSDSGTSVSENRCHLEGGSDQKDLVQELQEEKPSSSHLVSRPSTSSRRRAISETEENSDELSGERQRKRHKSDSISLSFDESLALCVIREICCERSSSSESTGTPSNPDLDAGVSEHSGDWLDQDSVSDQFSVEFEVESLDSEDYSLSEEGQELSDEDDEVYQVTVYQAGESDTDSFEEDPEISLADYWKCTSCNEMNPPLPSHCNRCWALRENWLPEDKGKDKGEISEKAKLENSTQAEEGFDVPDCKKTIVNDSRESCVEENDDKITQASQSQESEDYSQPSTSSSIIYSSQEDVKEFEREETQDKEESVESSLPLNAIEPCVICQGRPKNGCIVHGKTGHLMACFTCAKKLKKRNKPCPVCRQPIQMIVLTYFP
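test system = mammalian cells stably expressing self-ubiquitinating, self-degrading MDM2 E3–luciferase fusion | quantity = 2000 cells/well | incubation = cell settling 4 h, compound treatment 2 h, both 37 °C | signal = luminescence with SteadyLite reagent, 15 min at room temperature | evaluation = % enhancement relative to plate controls after blank subtraction | benchmarks = plate controls and plate blanks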
Active calls of the source: *; x = not tested or not shown; [ ] = dose if it differs, or a comment.

Results follow in this order: Runt-CBFb FRET | zVAD death inh | NCF1 inh | Runt-SMMHC FRET | 14-3-3 Bad PPI | TbHK1 inh | Hck-Nef inh | EBV gp42 block | Mdm2 ligase inh
COC(=O)c1ccc(Nc2c([N+](=O)[O-])c(=O)oc3ccccc23)cc1
 : -2 | -0.1 | -10 | -3 | 7 | -16 | 4 | -11 | -10
Cc1oc(-c2ccccc2)cc1C(=O)Nc1cccc(/C=C\C(=O)O)c1
 : 3 | 0.7 | -2 | 1 | -6 | -13 | 0 | -7 | -3
COc1ccc(C2/C=C\CN(S(=O)(=O)c3ccc(-c4ccccc4)cc3)CC(=O)N2Cc2ccc(F)cc2)cc1 (centres undefined)
 : 2 | 0.2 | -8 | 5 | -4 | -11 | 27 | -9 | 7
CCOc1cc(C(=O)NC(=S)Nc2cccnc2)cc(OCC)c1OCC
 : -6 | -0.6 | -9 | 0 | -25 | 12 | 3 | -2 | -10
Cc1ccc(OCc2nnc(SCC(=O)N3CCOCC3)n2C)cc1
 : -2 | -0.2 | -1 | -6 | 8 | 0 | 0 | -13 | 19
Cn1cc[nH]c1=S
 : 2 | 1.0 | 3 | 5 | 0 | 4 | -6 | -9 | x
CCCCC(=O)c1c(C)cc(C)[nH]c1=O
 : 2 | -0.6 | -7 | 1 | -2[fluorescence artefact?] | -7 | -2 | -6 | -5
O=C(N/N=C/c1ccsc1)c1cc(-c2ccncc2)nc2ccccc12
 : -4 | -0.4 | -4 | 3 | -8[fluorescence artefact?] | -11 | 5 | 1 | -1
COC(=O)CNC(=O)c1sc2ncn(CC(=O)Nc3ccc(C)c(Cl)c3)c(=O)c2c1C
 : -7 | 6.6 | -15 | 3 | -12 | 2 | 16 | -6 | -9
COc1ccc(OC)c(N(CC(=O)Nc2cccnc2)S(C)(=O)=O)c1
 : 1 | 0.2 | -4 | -3 | 8 | 8 | -11 | -9 | -17
O=C(O)c1cc2nc3c(c(C(F)(F)F)n2n1)CCc1ccccc1-3
 : 0 | 0.8 | -12 | 1 | 12 | -24 | 1 | -24 | -9
Cc1cc(-c2ccccc2)nc(-c2ccccc2)c1C
 : -2 | 1.6 | 3 | 0 | -5 | 6 | 17 | -5 | x
COc1ccc(-n2c(C)c(C(C)=O)c(C(C)=O)c2C)cc1
 : 0 | 0.3 | -2 | -2 | 5[fluorescence artefact?] | -4 | 1 | 14 | -8
N#CC(C#N)=C(Nc1ccccc1)c1ccccc1
 : 1 | 0.1 | -1 | -3 | -6 | -17 | 25 | -25 | -8
Cn1cc(C(=O)N/N=C/c2cccc([N+](=O)[O-])c2)c2ccccc21
 : -2 | 1.8 | -9 | -1 | 4 | -44 | 42 | 0 | -5
Cc1ccc(/C(O)=C2\C(=O)C(=O)N(CC(C)O)C2c2ccccn2)cc1 (centres undefined)
 : 0 | 3.1 | 1 | -11 | -8 | -18 | 23 | 4 | -12
O=C(Nc1ccc(Cl)cc1)c1ccc(-c2ccccn2)s1
 : 2 | 1.2 | -3 | 0 | 0 | -18 | 8 | -1 | -2
CCOC(=O)c1c(NC(=O)CSc2nnc(C)s2)sc2c1CCC(CC)C2 (centres undefined)
 : -13 | -0.1 | -21 | -7 | -4[fluorescence artefact?] | 1 | 0 | 0 | -2
NC(=O)Cc1ccc2sc(-c3ccccc3)nc2c1
 : 0 | 0.2 | 10 | 1 | 24 | 30 | 0 | 4 | -7
O=C(Sc1ccccc1)c1cccc(Cn2cc(C(F)(F)F)ccc2=O)c1
 : -1 | -0.1 | -4 | 1 | -20 | -5 | 10 | -18 | -14
COc1cccc(CC(NC(C)=O)C(=O)NC2CCN(C(=O)C3CC3)CC2)c1OC (centres undefined)
 : 1 | -0.1 | -10 | -1 | -8 | -4 | 3 | 5 | -19
COc1ccc(NS(=O)(=O)c2ccc(N3CCOCC3)c(NC(=O)c3ccccc3Br)c2)cc1
 : 2 | 1.7 | -7 | -5 | 4 | -7 | 10 | -6 | -10
CCc1nnc(NC(=O)Cc2sc(C)nc2-c2ccc(C)cc2)s1
 : -1 | 8.3 | 6 | -1 | -3 | -3 | -15 | 3 | -4
Cc1ccc(-c2nn(CC(=O)NCc3ccco3)c(=O)c3ccccc23)cc1
 : -2 | 0.7 | 5 | -6 | 4 | 4 | -5 | -10 | -6
COc1cc(OC)cc(C2=NCCN2)c1
 : -1 | 2.0 | 1 | -4 | 4 | 4 | 12 | -11 | 0
CC1(C)C2CCC1(C)C(OC(=O)C[n+]1ccccc1N)C2 (centres undefined)
 : 2 | -0.5 | 2 | 2 | -6 | -6 | 16 | 7 | -16
COc1ccc(-c2nnc(SCc3ccccn3)n2C)cc1
 : -1 | 0.0 | -11 | 3 | -5 | -7 | 7 | -14 | -2
COc1cc(/C=C/C(=O)NCCn2c(C)cc3ccccc32)cc(OC)c1OC
 : -8 | 4.3 | -14 | 0 | 3 | -4 | 0 | -19 | x
O=C(Nc1ccccc1)c1nc2ccccc2s1
 : -1 | 1.1 | 0 | 4 | 5[fluorescence artefact?] | -3 | -39 | 4 | -32
CCN(CC)S(=O)(=O)c1ccc(OC)c(NC(=O)COc2ccc3c(C)cc(=O)oc3c2)c1
 : -1 | 2.2 | -4 | -5 | -58[fluorescence artefact?] | -21 | 3 | -20 | -4
Clc1ccc(C2NCCc3sccc32)cc1 (centres undefined)
 : 1 | 19 | -21 | 1 | -8 | 1 | 4 | -12 | -12
COc1cnc(-c2ccccn2)nc1Oc1ccccc1
 : 2 | 0.5 | 2 | 2 | -10 | 2 | 18 | -20 | -7
CCCOc1ccc(/C(O)=C2/C(=O)C(=O)N(CCCn3ccnc3)C2c2ccc(C)o2)cc1 (centres undefined)
 : 0 | 0.2 | -11 | 3 | -1 | -32 | 15 | -15 | -9
N#Cc1c(-c2ccco2)c2c([nH]c1=S)CCCC2
 : 0 | x | -22 | -19 | 11 | x | x | -39 | -8
CCCCCC(=O)Cc1cc(O)cc2c1C(=O)Oc1cc(O)c(C(=O)O)c(CCCCC)c1O2
 : 1 | 1.4 | -34 | -4 | 1 | -2 | 18 | -17 | -47
NC(=O)c1ccc2c(=O)n3c(-c4cccs4)csc3nc2c1
 : 3 | -0.1 | -12 | -3 | -3 | -16 | 29 | -16 | 10
NC(=O)c1ncc(C(F)(F)F)cc1Oc1cccnc1
 : -1 | -0.4 | -1 | -1 | -8 | -3 | 14 | -4 | -5
CCOC(=O)c1ccc(NC(=O)CC2COc3ccccc3O2)cc1 (centres undefined)
 : -1 | -0.5 | 6 | 2 | -2 | 2 | 9 | 2 | -19
Cc1cc(C)cc(NC2=NCC(=O)N2Cc2ccccc2)c1
 : 1 | -1.1 | -15 | 1 | 72* | -2 | 0 | -20 | -13
Cc1cc2nn(-c3cccc4ccccc34)nc2cc1N
 : 1 | 0.1 | -12 | -2 | 20[fluorescence artefact?] | -16 | 14 | 8 | -2
Cc1ccn2cc(C34CC5CC(CC(C5)C3)C4)nc2c1
 : 0 | -2.1 | -4 | -1 | -8 | 0 | 18 | -2 | -3
CCN1C(=O)/C(=C2/Sc3ccccc3N2CC)S/C1=N\c1ncn[nH]1
 : x | 82* | -63 | x | -21 | -8 | 53* | -33 | -3
CCOC(=O)c1c(CSc2ccc(C)cc2)n(C)c2cc(Br)c(O)c(CN(C)C)c12
 : 4 | 0.2 | 0 | 8 | -5 | -12 | 6 | -1 | -4
O=C(COC(=O)c1ccc2c(c1)S(=O)(=O)c1ccccc1C2=O)NC1CC1
 : 1 | 6.5 | -5 | 1 | -13 | 4 | 22 | 3 | -5
COC(=O)C1=C(C(=O)c2ccccc2)C(c2ccccc2)n2nnnc2N1 (centres undefined)
 : -9 | -0.6 | 1 | -27 | 5 | 3 | -25 | 11 | -16
Cc1cc(-c2ccccc2)n2ncnc2n1
 : -1 | 0.2 | 0 | 1 | -4 | -17 | 20 | 7 | -4
O=C(Nc1ccc(-c2cnco2)cc1)c1ccccc1
 : 2 | 1.2 | -3 | -3 | -7 | -3 | -2 | -4 | -12
CCN(CC)C(=O)C1CCC(CNS(=O)(=O)c2cccc3cccnc23)CC1 (centres undefined)
 : 2 | 0.7 | -10 | 0 | 5 | -10 | 11 | -23 | -15
O=C1CN(S(=O)(=O)c2cc(Cl)ccc2Cl)CCN1
 : 0 | 2.3 | -2 | 0 | -20 | 0 | 21 | -11 | 0
CN1C(=O)C(CC(=O)NC2CCCCC2)SC1=Nc1ccccc1 (centres undefined)
 : -5 | 0.0 | -7 | -4 | -6[fluorescence artefact?] | 3 | 5 | -7 | -8
O=C(CCC(=O)N1CCOCC1)Nc1nnc(C2CCCCC2)s1
 : 7 | 1.0 | -4 | 0 | 8 | -2 | -2 | -7 | -17
CC(=O)Nc1ccc(-n2nnnc2SCC(=O)NCc2cccs2)cc1
 : 1 | 0.4 | -5 | -1 | -8 | 3 | -4 | -12 | -23
Cc1nc(SCC(=O)O)c2oc3ccccc3c2n1
 : 0 | 1.2 | -4 | -1 | 11 | -15 | -1 | -14 | -20
O=C(COc1cccc2cccnc12)NNC(=S)Nc1ccccc1
 : 4 | 1.4 | 8 | 7 | -21 | 5 | 21 | -10 | 20
CCCn1c(C(C)NC(=O)c2ccccc2)nc2ccccc21 (centres undefined)
 : -1 | 0.0 | 7 | 1 | -6 | -7 | 1 | 5 | -3
CCCCn1c(O)c(C=NCCCN(C)C)c(=O)[nH]c1=O
 : 0 | 0.7 | 6 | -4 | 5 | 27 | -2 | -10 | -14
